NCOA2 inhibitor – human SRC2 (NCOA2) inhibition | Q15596 | 0.17% of 370,000 active | inhibition, % at 9 µM | HEK293 GAL4-SRC2 luciferase reporter, luminescence;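 active = inhibition above the mean inhibition of all tested compounds plus 3 SD, set per campaign, cut at about 52% in these data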;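 note: 0% = DMSO treated cells and 100% = cells given Gossypol at 36 µM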
Target sequence (Q15596 whole entry, looked up, the tested form may be a part): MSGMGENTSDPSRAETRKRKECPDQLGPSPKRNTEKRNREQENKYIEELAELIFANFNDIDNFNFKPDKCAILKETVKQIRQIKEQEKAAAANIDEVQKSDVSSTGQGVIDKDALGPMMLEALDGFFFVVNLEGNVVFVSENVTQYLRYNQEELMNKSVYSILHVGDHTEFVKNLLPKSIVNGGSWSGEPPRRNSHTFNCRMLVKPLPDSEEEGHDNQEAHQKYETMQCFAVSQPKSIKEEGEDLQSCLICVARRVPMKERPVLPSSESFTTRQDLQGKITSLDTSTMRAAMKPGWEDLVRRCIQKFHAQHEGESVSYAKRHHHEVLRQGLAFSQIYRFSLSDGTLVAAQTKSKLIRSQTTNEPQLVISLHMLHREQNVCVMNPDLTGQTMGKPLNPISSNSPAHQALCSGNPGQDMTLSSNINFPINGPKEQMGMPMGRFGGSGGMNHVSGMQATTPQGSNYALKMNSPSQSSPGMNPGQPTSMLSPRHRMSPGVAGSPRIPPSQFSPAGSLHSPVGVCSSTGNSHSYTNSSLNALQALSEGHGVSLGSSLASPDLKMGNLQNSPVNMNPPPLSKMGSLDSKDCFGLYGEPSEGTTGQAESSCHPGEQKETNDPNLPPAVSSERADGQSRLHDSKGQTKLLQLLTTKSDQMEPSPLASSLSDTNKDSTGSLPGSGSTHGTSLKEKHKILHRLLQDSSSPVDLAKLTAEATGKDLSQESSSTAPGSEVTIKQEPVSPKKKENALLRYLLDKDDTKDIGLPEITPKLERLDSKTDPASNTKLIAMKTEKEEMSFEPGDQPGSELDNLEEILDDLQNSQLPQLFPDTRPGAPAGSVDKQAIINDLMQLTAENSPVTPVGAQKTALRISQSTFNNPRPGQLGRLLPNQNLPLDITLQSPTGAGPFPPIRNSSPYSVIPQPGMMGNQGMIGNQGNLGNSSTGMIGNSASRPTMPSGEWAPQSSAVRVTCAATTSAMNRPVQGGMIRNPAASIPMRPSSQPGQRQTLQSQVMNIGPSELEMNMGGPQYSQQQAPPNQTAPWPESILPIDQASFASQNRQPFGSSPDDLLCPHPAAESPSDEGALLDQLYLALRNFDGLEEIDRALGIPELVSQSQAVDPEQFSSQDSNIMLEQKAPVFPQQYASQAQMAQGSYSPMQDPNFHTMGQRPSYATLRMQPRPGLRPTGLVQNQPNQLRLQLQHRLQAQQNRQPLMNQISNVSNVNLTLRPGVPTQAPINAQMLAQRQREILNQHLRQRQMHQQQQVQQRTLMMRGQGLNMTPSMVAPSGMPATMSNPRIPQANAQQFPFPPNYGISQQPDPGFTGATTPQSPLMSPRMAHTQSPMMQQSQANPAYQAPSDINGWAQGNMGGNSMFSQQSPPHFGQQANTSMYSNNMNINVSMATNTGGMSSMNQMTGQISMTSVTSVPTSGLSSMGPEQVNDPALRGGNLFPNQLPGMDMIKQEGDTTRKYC
NOD2 RIPK2 PPI – inhibitors of human NOD2-RIPK2 interaction; O43353; CHO BLA complementation NOD2-RIPK2, CCF4 ratio; inhibition, % at 4.98 µM; 0.38% of 360,000 active; AID 624267; in the data active = inhibition above about 21%;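 note: 0% = vehicle only and 100% = reference blocker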
TLR9-MyD88 inh – blocks human TLR9 binding to MyD88. Q9NR96+Q99836. CHO BLA complementation TLR9-MyD88, CCF4 FRET ratio. inhibition, % at 4.98 µM. 0.21% of 340,000 active;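 active = inhibition above the mean over all tested compounds plus 3 SD, cut at about 21% in these data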;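 note: 0% = DMSO only wells and 100% = clavulanate BLA inhibitor control wells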
N-glyco inh – N-linked glycosylation inhibition; 0.23% of 360,000 active; reporter increase, % at 12.5 µM; AID 588692; D54 ERlucT glycosylation luciferase reporter, 24 h; percent of 100 nM tunicamycin response;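 active = mean luciferase reporter signal, scaled so untreated is 0 and the glycosylation-blocking control 100, at or above a set limit in every replicate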;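 note: luciferase carries N-glycosylation sites so blocking glycosylation raises the light; 0% = median of neutral control wells and 100% = median of 100 nM tunicamycin wells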
HTR2A ag – mouse HTR2A agonism via beta-arrestin recruitment | P35363 | activation, % at 7.6 µM | AID 624169 | CHO-K1 mHTR2A beta-arrestin complementation, luminescence; percent of 30 µM serotonin response | 0.66% of 360,000 active;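 active = activation above a run cutoff, the mean activation of all tested compounds plus 3 SD, cut at about 14% in these data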;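 note: 0% = plate median of compound wells and 100% = 30 µM serotonin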
H9c2 protect – myocardial damage modulation in H9c2 cells | H9c2 cardiomyocytes, H2O2 injury protection, ATPLite, 2 h | protection from H2O2 cell death, % at 20 µM | 0.63% of 360,000 active;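 active = compounds giving at least 50% protection of heart cells from peroxide-induced death in the single-dose screen, raw or plate-pattern-corrected value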;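 note: 0% = DMSO wells with peroxide and 100% = DMSO wells without peroxide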
ABHD5-PLIN5 inh – blocks binding of human ABHD5 to perilipin-5; Q00G26+Q8WTS1; Split G. princeps luciferase complementation, luminescence, 4 h; inhibition, % at 4 µM; 0.78% of 360,000 active;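 active = inhibition above the mean inhibition across every tested compound plus 3 SD, cut at about 22% in these data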;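 note: 0% = DMSO only wells and the 100% control is not disclosed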
MC4R ag barr – human MC4R agonism via beta-arrestin | activation, % at 8.9 µM | P32245 | AID 540308 | 0.98% of 360,000 active | U2OS MC4R beta-arrestin complementation, luminescence; percent of melanotan II response, DMSO zero;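 active = activation above a per-plate cutoff, the mean activation of sample wells on that plate plus 3 SD, cut at about 8% in these data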
ABCB6 inh MLPCN – inhibitors of human ABC transporter ABCB6 | 0.19% of 360,000 active | Q9NP58 | AID 602162 | fluorescence ratio to DMSO, % at 10 µM | K562-ABCB6 porphyrin accumulation, flow cytometry, 1 h; active compounds read low;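 active = fluorescence ratio to DMSO below 75%, the collection mean minus 3 SD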;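 note: signal is porphyrin accumulated inside mitochondria; 100% equals median channel fluorescence of DMSO control wells; lower ratio means ABCB6 inhibition with less porphyrin fluorescence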
MC4R antag cAMP – antagonists of human melanocortin 4 receptor (MC4R); P32245; MC4R-expressing cells, MTII-stimulated cAMP, LANCE TR-FRET; inhibition, % at 6.5 µM; 0.48% of 360,000 active; AID 540295;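 active = inhibition above its plate's cutoff, the mean of tested wells on that plate plus 3 SD, cut at about 29% in these data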;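 note: 0% = Melanotan II alone and 100% = Melanotan II plus saturating MCL0020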
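material = U2OS cells stably expressing human melanocortin 4 receptor (MC4R) | also added = Melanotan II challenge | dosing = single nominal compound dose of 6.5 µM | detection = TR-FRET with Eu-cAMP and labeled anti-cAMP, 671 nm | replication = singlicate | timing = compound 30 min, challenge 1 h, detection 1 h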
Numbers without * were called inactive; . = no result given.

item	compound	NCOA2 inhibitor	NOD2 RIPK2 PPI	TLR9-MyD88 inh	N-glyco inh	HTR2A ag
1	N/C(=N\OC(=O)c1cccc(F)c1)c1cccc([N+](=O)[O-])c1	-15	-12	-5	0	0
2	Cc1nc2cc(C(F)(F)F)ccc2n1C1CCN(C(=O)N2CCOCC2)CC1	-35	9	4	2	0
3	Cc1cccc(C)c1OCC(=O)Nc1c(C)nn(C)c1C	13	-6	-14	4	4
4	Cc1cc(NC(=O)Nc2c[nH]c(=O)[nH]c2=O)ccc1Br	-40	6	-1	0	2
5	Cc1cccc(Oc2nc(CN3CCOCC3)nc3sc4c(c23)CCCC4)c1	-4	-1	6	-1	-7
6	c1ccc(-n2nnnc2SCc2ccccn2)cc1	-20	-1	-6	2	-3
7	CC(=O)NC(CSc1cc(C)nc2ccc(Br)cc12)C(=O)O (stereo not given)	-7	-6	8	3	2
8	Cc1cc(=O)c(C(=O)Nc2cccc(C(=O)NC3CC3)c2)nn1-c1ccccc1Cl	-4	-1	-2	-1	15*
9	Cc1ccc(/C=C2\SC(=S)N(/N=C/c3cc([N+](=O)[O-])ccc3O)C2=O)o1	.	-3	9	-1	-1
10	CCOCC(O)CSCc1ccc(Cl)cc1 (stereo not given)	-29	-4	1	1	-3

item	H9c2 protect	ABHD5-PLIN5 inh	MC4R ag barr	ABCB6 inh MLPCN	MC4R antag cAMP
1	-10	2	0.1	97	2
2	-4	3	-1.3	97	2
3	4	-2	-2.5	98	4
4	0	-5	-1.5	98	0
5	5	4	1.4	98	10
6	4	8	-1.4	97	5
7	6	0	-0.7	103	15
8	2	13	-0.4	90	-11
9	10	-4	-1.6	92	-2
10	-2	-3	-3.3	92	0

item	compound	NCOA2 inhibitor	NOD2 RIPK2 PPI	TLR9-MyD88 inh	N-glyco inh	HTR2A ag
11	CSc1ncccc1C(=O)Nc1ccc(F)c(F)c1F	4	2	-14	-2	-1
12	CCC(C)(C)NC(=O)C(c1ccc(C)cc1)N(CC1CCCO1)C(=O)c1csnn1 (stereo not given)	-25	4	-1	1	-4
13	CC(=O)N(Cc1ccccc1)c1ccccc1C(=O)O	33	-6	3	2	-5
14	CC(C)c1ccc(C(=O)OC2CCOC2=O)cc1 (stereo not given)	2	-10	-7	3	-3
15	Cc1ccc(CNC(=O)C2CCCN(S(=O)(=O)N3CC(C)CC(C)C3)C2)cc1 (stereo not given)	-4	5	-3	-3	-1
16	COC(=O)Nc1ccccc1C(=O)N1CCC(O)(c2ccc(Cl)cc2)CC1	-13	-9	9	2	1
17	CCCC(=O)N1CCC1(C)C(=O)NS(=O)(=O)c1cccc(Cl)c1 (stereo not given)	2	-3	.	4	3
18	Cc1cc(-c2cc(C(=O)NC3CCCC3)on2)nc(NC2CCCC2)n1	5	-7	-6	-3	3
19	CC1(Cc2ccccc2OC(F)(F)F)C(=O)Nc2ccc(OC(F)(F)F)cc21 (stereo not given)	-10	2	.	-4	12
20	CC(C)(C)C(=O)Nc1nnc([C@H]2C[C@H](O)[C@@H](CO)O2)s1	-13	-3	.	3	5

item	H9c2 protect	ABHD5-PLIN5 inh	MC4R ag barr	ABCB6 inh MLPCN	MC4R antag cAMP
11	2	-5	-2.0	100	0
12	6	1	-1.3	92	5
13	1	-11	-1.4	97	20
14	-4	5	-0.4	106	1
15	-2	-5	-2.3	95	1
16	19	-1	-2.0	97	5
17	7	3	-1.6	98	6
18	6	1	-0.4	97	-11
19	-2	-8	5.7	93	8
20	4	12	2.2	102	-3

Three structures from above, arranged by formula weight, lowest first:
item	compound	NCOA2 inhibitor	NOD2 RIPK2 PPI	TLR9-MyD88 inh	N-glyco inh	HTR2A ag
20	CC(C)(C)C(=O)Nc1nnc([C@H]2C[C@H](O)[C@@H](CO)O2)s1	-13	-3	.	3	5
16	COC(=O)Nc1ccccc1C(=O)N1CCC(O)(c2ccc(Cl)cc2)CC1	-13	-9	9	2	1
15	Cc1ccc(CNC(=O)C2CCCN(S(=O)(=O)N3CC(C)CC(C)C3)C2)cc1 (stereo not given)	-4	5	-3	-3	-1

item	H9c2 protect	ABHD5-PLIN5 inh	MC4R ag barr	ABCB6 inh MLPCN	MC4R antag cAMP
20	4	12	2.2	102	-3
16	19	-1	-2.0	97	5
15	-2	-5	-2.3	95	1

HTR2A ag, what is marked active above.
nr	Structure	NCOA2 inhibitor	NOD2 RIPK2 PPI	TLR9-MyD88 inh	N-glyco inh	HTR2A ag	ABHD5-PLIN5 inh	MC4R ag barr	ABCB6 inh MLPCN	MC4R antag cAMP
8	Cc1cc(=O)c(C(=O)Nc2cccc(C(=O)NC3CC3)c2)nn1-c1ccccc1Cl	-4	-1	-2	-1	15*	13	-0.4	90	-11

The listing picks up with the 2 entries that preceded the break.
item	compound	NCOA2 inhibitor	NOD2 RIPK2 PPI	TLR9-MyD88 inh	N-glyco inh	HTR2A ag
19	CC1(Cc2ccccc2OC(F)(F)F)C(=O)Nc2ccc(OC(F)(F)F)cc21 (stereo not given)	-10	2	.	-4	12
20	CC(C)(C)C(=O)Nc1nnc([C@H]2C[C@H](O)[C@@H](CO)O2)s1	-13	-3	.	3	5
21	CC(CNC(=O)CC(C)(C)C)NC(=O)CC(C)(C)C (stereo not given)	-6	-5	0	4	-3
22	Cc1cc(C)c(S(=O)(=O)N2CCCCC2)c(C)c1-n1ncnn1	14	-13	0	0	5
23	Cc1c(-c2cccc(Cl)c2)nc2ccccc2c1C(=O)OCC(=O)Nc1ccc2c(c1)OCO2	-26	-5	10	3	6
24	COc1ccc(Oc2ncccc2NC(=O)c2cccc(C)c2C)cc1	-23	-7	-7	-3	2
25	CCCOC(=O)c1[nH]c2c(c1C)C(=O)CC(c1cc(OC)c(OC)c(OC)c1)C2 (stereo not given)	20	0	-9	1	1
26	O=C(NC(=S)Nc1ccc(S(=O)(=O)N2CCCCC2)cc1)c1cccs1	1	-11	-2	-2	0
27	Cc1ccc(CNC(=O)C2CCCN2C(=O)Nc2ccc(F)cc2)cc1 (stereo not given)	20	9	3	0	-3
28	CCOc1ccc(-c2ccc(C=O)o2)c([N+](=O)[O-])c1	-25	-9	5	1	9
29	C[C@@H]1CN([C@@H](C)CO)C(=O)CCCn2nncc2CO[C@@H]1CN(C)C(=O)Nc1ccc(C(F)(F)F)cc1	3	-1	3	1	0
30	CCOCCCNC(=O)c1cc(C)nn1-c1ccccc1	-7	5	-2	1	-3

item	H9c2 protect	ABHD5-PLIN5 inh	MC4R ag barr	ABCB6 inh MLPCN	MC4R antag cAMP
19	-2	-8	5.7	93	8
20	4	12	2.2	102	-3
21	-1	1	-1.6	96	-8
22	-4	8	1.9	99	1
23	3	-13	-2.9	95	4
24	2	5	-1.7	96	1
25	-39	-12	-0.7	94	10
26	-6	-2	13*	92	-1
27	-2	1	0.2	96	13
28	-13	-4	-2.6	97	2
29	-8	1	0.2	98	15
30	3	3	-2.0	111	-4

item	compound	NCOA2 inhibitor	NOD2 RIPK2 PPI	TLR9-MyD88 inh	N-glyco inh	HTR2A ag
31	C[C@@H](C(=O)OCC(=O)NCCc1ccc(S(N)(=O)=O)cc1)N1C(=O)C2CCCCC2C1=O (stereo not given in full)	0	8	10	1	12
32	CCOC(=O)c1ccc(Oc2ccc(C(F)(F)F)cn2)cc1	5	1	-12	0	4
33	Cc1cc(=O)oc2cc(OCC(=O)N3CCN(c4ccc(F)cc4)CC3)c(Cl)cc12	-4	-1	-2	0	-3
34	O=C1COc2ccc(C(=O)COC(=O)c3ccccc3Cl)cc2N1	-3	-5	-5	0	14
35	N#CCCN(C(=O)COC(=O)c1ccc(S(=O)(=O)N2CCCC2)cc1)c1cccc(Cl)c1	13	2	-15	-1	-3
36	CCOC(=O)C1CCN(S(=O)(=O)Cc2ccccc2)C1=O (stereo not given)	-6	5	-4	3	-4
37	C/C(=N\NC(=O)c1nnn(-c2nonc2N)c1C)c1ccc(OCc2ccccc2)cc1	-30	1	0	0	-1
38	CCC(CO)Oc1cc(NCc2ccccc2)c2ncn(C(C)C)c2c1 (stereo not given)	-11	-8	-8	7	1
39	CCCN(CCC)C1Sc2ccc(C(=O)OC)cc2NC1=O (stereo not given)	-15	-4	-6	3	7
40	CCC(NC(=O)c1cc(COc2ccc(C)nc2)on1)c1ccc(C)cc1 (stereo not given)	12	-7	-2	-3	4

item	H9c2 protect	ABHD5-PLIN5 inh	MC4R ag barr	ABCB6 inh MLPCN	MC4R antag cAMP
31	5	-7	0.6	103	16
32	-4	-2	1.6	103	1
33	-3	-6	-1.3	97	12
34	0	-3	-0.1	95	-12
35	13	7	-0.9	100	6
36	18	-4	-2.1	97	-1
37	-5	5	-1.8	96	4
38	-3	-4	0.1	103	10
39	-12	-9	5.1	109	8
40	-8	-1	-1.2	93	2

item	compound	NCOA2 inhibitor	NOD2 RIPK2 PPI	TLR9-MyD88 inh	N-glyco inh	HTR2A ag
41	O=C(NCc1ccc(Cl)cc1)C(=O)NCC(c1cccnc1)N1CCN(c2ccc(F)cc2)CC1 (stereo not given)	-43	-15	-12	-1	10
42	CCOc1cc(/C=N\Nc2nc(-c3ccc(C)cc3)c(NC(C)=O)s2)ccc1O	-19	4	-8	0	-1
43	C=CCc1cc(/C=C2/NC(=O)NC2=O)cc(OCC)c1O	17	-2	-8	-1	-2
44	CCOC(=O)CSc1nc(-c2ccccc2)ns1	3	-10	6	3	-1
45	CN(C)c1ncnc2c1ncn2[C@H]1CN(Cc2ccc3c(c2)OCO3)C[C@@H](CO)O1	16	-8	.	0	8
46	COc1ccc(CN(CCN2CCOCC2)C(=O)c2c(F)cccc2F)cc1OC	9	-16	6	0	1

item	H9c2 protect	ABHD5-PLIN5 inh	MC4R ag barr	ABCB6 inh MLPCN	MC4R antag cAMP
41	-18	7	2.5	92	27
42	-2	-3	-0.2	99	20
43	0	1	-1.0	102	1
44	-5	8	-0.1	98	3
45	14	5	-2.8	94	-1
46	0	-5	0.5	103	14

An excerpt, so the mix of outcomes need not match the whole.
